# High-throughput results deposited in PubChem BioAssay by National Center for Advancing Translational Sciences (NCATS).
# Sm TGR inh: S. mansoni TGR enzyme inhibition | purified TGR, DTNB reduction, TNB absorbance 405 nm | Potency, µM (doses to about 114 µM), for the others: top-dose activity change, negative = inhibition, actives largely listed as inhibitors | 360,000 compounds, 3% hits | AID 485364; active means well fitted inhibition curve with a large enough effect; inconclusive means small, poorly fitted or top-dose-only effect; inactive means no such curve, though single readings can be large or run the other way; further: nearly all actives have a fitted effect of over 60% in size
#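 Kinetic colorimetric format: TGR-catalysed, NADPH-driven DTNB reduction monitored via TNB absorbance. Enzyme dispensed at 20 nM; compound exposure 15 min at room temperature before reaction start.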
# Numbers without * were called inactive; ? = inconclusive. On the % scale 0 is the no-effect control and ±100 the full control effect; potency means the concentration at half of the fitted maximal effect. Some of the compounds tested; the hit share may differ from the screen's.
compound	Sm TGR inh
COCCCNC(=O)CSc1nc2cc3c(cc2c(=O)n1CCCCCC(=O)NCc1ccc(OC)cc1)OCO3	0.7%
COc1ccc(-c2nc(SCC(=O)NCc3nc4ccccc4n3C)n3[nH]c(=O)cc3n2)cc1	6.0%
Cc1cccc(CC(=O)N2CC(=O)Nc3ccc(Br)cc3C2c2ccc(F)cc2)c1 (stereo unspecified)	-3.4%
CCOC(=O)c1ccc(NC(=O)C2=C(C)C(=O)OC23CCCCCC3)cc1	-0.3%
COc1ccc(C(=O)NCCn2cc(SCC(=O)Nc3ccc(F)cc3)c3ccccc32)cc1	10.9%
COC(=O)COc1ccc(Oc2nc(NC(C)(C)C)nc(N3CCOCC3)n2)nn1	-3.7%
CCc1ccc2c(c1)c(=O)c(C(=O)c1ccccc1)cn2CC(=O)Nc1ccc(C)c(Cl)c1	-12.5%
Oc1c(C(c2ccc(Cl)cc2Cl)N2CCCC2)sc2nc(-c3ccco3)nn12 (stereo unspecified)	?
CCC1CCCCN1S(=O)(=O)c1cc2c(cc1C)NC(=O)CO2 (stereo unspecified)	-12.2%
CC(C)c1cnc2c(c1SCc1ccc([N+](=O)[O-])cc1)c(=O)n(C)c(=O)n2C	19.6%
CCc1ccc(NC(=O)CC2C(=O)N(c3cccc(C)c3)C(=O)N2CCC(C)C)cc1 (stereo unspecified)	6.8%
COCCCNc1nc2c(c(=O)n(Cc3ccccc3)c(=O)n2C)n1C	1.6%
CCC(=O)N1CCc2cc(S(=O)(=O)NC(C(=O)NCCc3ccc(OC)c(OC)c3)C(C)C)ccc21 (stereo unspecified)	-7.8%
CCOC(=O)c1cc(-c2ccc(OC)c(S(=O)(=O)Nc3ccc(OC)cc3OC)c2)on1	-0.1%
Cc1ccc(OC(=O)c2snnc2C)cc1C	-1.0%
Cc1ccc(C)c(NC(=O)C(CC(C)C)N2Cc3ccccc3C2=O)c1 (stereo unspecified)	18.2%
CCOC(=O)c1ccc(NC(=O)c2nn(C)c3c2COc2ccccc2-3)cc1	6.8%
CCOC(=O)c1cnc2c(C)cc(C)cc2c1NCCN1CCOCC1	-1.0%
Cc1ccc(F)cc1S(=O)(=O)N1CCC(c2nc3ccccc3s2)CC1	-1.4%
COc1cccc(-n2c(=O)c3c(C)c(C)sc3n(CC(=O)NCc3ccc(C)cc3)c2=O)c1	9.1%

# Later entries
compound	Sm TGR inh
COc1ccc(NC(=O)COCc2cc(-c3ccco3)on2)cc1Cl	1.4%
COc1ccccc1CNC(=O)C1CCN(C2=NS(=O)(=O)C(c3ccc(C)c(C)c3)=C2C)CC1	0.6%
Cc1c(C(=O)NCc2cccc(Cl)c2)sc2nc3n(c(=O)c12)CCC3	-5.4%
CCOc1ccc(-c2nc3c(C#N)c[nH]n3c2NC2CCCCC2)cc1	-8.2%
COc1cc(NC(=O)CSc2nc3ccccc3nc2Cc2ccc(Cl)cc2)cc(OC)c1	-2.2%
Cc1ccc(Cl)cc1NC(=O)CSC1=Nc2ccccc2C2=NC(Cc3ccccc3)C(=O)N12 (stereo unspecified)	6.2%
Cc1noc(/C=C/c2ccccc2F)c1S(=O)(=O)N1CCC(C(=O)N(C)Cc2ccco2)CC1	-4.1%
CCc1cccc(NC(=O)Cn2c(C(=O)OC)cc3sc(Cl)cc32)c1	3.6%
Cc1ccc(NC(=O)c2sc3ncn(Cc4cccc(F)c4)c(=O)c3c2C)c(Br)c1	8.7%
Cc1ccc(/C=C/c2onc(C)c2S(=O)(=O)N2CCC(C(=O)NCc3ccc(OC(C)C)cc3)CC2)cc1	-3.2%
Cc1cc(C)cc(NC(=O)c2cc(S(=O)(=O)N3CCOCC3)cn2C)c1	4.3%
Cc1ccc2oc(-c3cc(NC(=O)c4cccs4)cc(C)c3O)nc2c1	7.1%
COc1ccc(Cn2c(CCC(=O)Nc3cc(C)cc(C)c3)nc3cccnc32)cc1	-5.0%
COc1cc(C)ccc1OCCSc1nc2ccc(NC(=O)c3ccco3)cc2s1	12.4%
Cc1cc(CN2CCN(c3cccc(C)c3C)CC2)cs1	7.7%
CCCCCCNC(=O)CCc1c(C)nc2nc(-c3cc(OC)cc(OC)c3)nn2c1C	-0.7%
CCN1C(=O)c2ccccc2S(=O)(=O)c2ccc(C(=O)NCc3ccccc3Cl)cc21	5.5%
CCC(=O)Nc1ccc(S(=O)(=O)NCc2cccn2Cc2cccc(C)c2)cc1	-13.3%
COc1ccc(C(=O)CSc2nc(C)cc(C)c2C(=O)Nc2ccccc2C)cc1	-1.1%
Cc1ccccc1OCc1ccc(-c2nc(C#N)c(N3CCN(c4cccc(Cl)c4)CC3)o2)o1	0.4%

# Remaining list, next part
compound	Sm TGR inh
COc1ccc(CNC(=O)c2cc(-c3ccc(Br)s3)nc3ccccc23)cc1	-11.4%
CC(=O)Nc1ccc(NS(=O)(=O)c2cc3c4c(c2)CC(=O)N4CCC3)cc1	9.4%
CCC(=O)N1c2ccccc2CC1C(=O)N1CCN(c2ccccc2)CC1 (stereo unspecified)	-1.6%
Cc1nnc(N2C(=O)c3oc4ccccc4c(=O)c3C2c2ccc(Cl)cc2)s1 (stereo unspecified)	5.5%
COc1ccc(CNC(=O)c2cc(C)nc3c2c(C)nn3-c2cccc(Cl)c2C)cc1	8.2%
CCc1ccccc1NC(=O)CCCSc1nc(-c2ccco2)cc(C(F)(F)F)n1	-0.5%
O=C(COc1ccccc1)NCc1ccc2c(c1)CCN2C(=O)c1ccc(F)cc1	-4.2%
CCCN(CCC)C(=O)CN1C(=O)CSc2ccc(S(=O)(=O)N3CCC(C)CC3)cc21	1.6%
O=C(NCCCc1nc2ccccc2n1Cc1cccc(Cl)c1)C1CCCCC1	-4.9%
Cc1cccc2nc(-c3ccc(Cl)s3)c(Nc3ccc4c(c3)OCCO4)n12	3.0%
Cc1ccc(Cl)cc1N1CCN(C(=O)c2cc(S(=O)(=O)N3CCCC3)c[nH]2)CC1	6.2%
CCCSCCCNC(=O)c1sc2nc(C)cc(C)c2c1-n1cccc1	-9.8%
COC(=O)c1ccc(Cl)cc1NC(=O)N(Cc1ccc(OC)cc1)C1CCN(C(C)=O)CC1	0.8%
O=C(NCc1ccccc1)c1cnc2sc(N3CCCC3)nn2c1=O	5.1%
CCOC(=O)C1CCCN(S(=O)(=O)c2ccc3[nH]c(=O)oc3c2)C1 (stereo unspecified)	3.2%
Cc1ccc(-c2nc(CS(=O)CC(=O)N3CCN(c4cccc(Cl)c4)CC3)c(C)o2)cc1 (stereo unspecified)	?
Cc1ccc(C)c(CN2C(=O)c3ccccc3Sc3ccc(C(=O)N4CCC5(CC4)OCCO5)cc32)c1	-3.1%
Cc1ccn2c(=O)c(C(=O)Nc3ccc(F)c(C(F)(F)F)c3)cnc2c1	1.2%
COC(=O)c1ccc(C(=O)OC)c(NC(=O)c2ccc(-c3ccccc3)s2)c1	-0.6%
CCCN(C(=O)Cn1ncc2c([nH]c3ccc(C)cc32)c1=O)c1ccccc1C	0.1%

# Following part
compound	Sm TGR inh
COc1ccc(CN(C(=O)Nc2cc(C)ccc2C)C2CCN(C(C)=O)CC2)cc1	0.1%
O=C(C1CCCN(S(=O)(=O)c2cccc3nsnc23)C1)N1CCN(c2ccccc2Cl)CC1 (stereo unspecified)	-1.6%
CCC(C)NC(=O)C1CCN(S(=O)(=O)c2ccc3c(ccn3CC)c2)CC1 (stereo unspecified)	-0.8%
COc1cc2ncc3c(-c4ccccc4)nn(-c4ccc(C)cc4)c3c2cc1OC	2.6%
O=C(CS(=O)(=O)c1cccc2nsnc12)Nc1ccc(F)cc1	-0.3%
COc1ccc(CCNC(=O)C2CCC(CNS(=O)(=O)c3ccc(C)cc3)CC2)cc1OC (stereo unspecified)	4.5%
COc1ccc(Nc2nc3ccc(Cl)cc3nc2-n2nc(C)cc2C)cc1	6.8%
CCOC(=O)c1cc(-c2ccccc2)n(CCCC(=O)Nc2cc(C)ccc2OC)c1C	19.4%
Cn1c(=O)n(Cc2c(F)cccc2Cl)c(=O)c2c1nc1n2CCN1c1ccc(F)cc1	12.7%
Cc1ccc(-n2c3c(cc(C(=O)Nc4ccccc4C(N)=O)c2=O)C(=O)CC(C)(C)C3)cc1	2.6%
COc1cc(Cl)c(C)cc1Nc1nnc(-n2nc(C)cc2C)c2ccccc12	7.4%
CC(C)(C)OC(=O)N1CCC(c2c(C(=O)Nc3ccc4c(c3)OCO4)cnn2-c2ccccc2)CC1	-15.7%
Cc1cccc(C)c1NC(=O)CCCN1C(=O)CCn2nc(-c3cn(C)c4ccccc34)cc21	-3.7%
Cc1cccc(N(C)C(=O)CSc2nc3ncccc3o2)c1	22.3%
COc1ccc(N2C(=O)CS(=O)(=O)C23C(=O)N(Cc2cccc(F)c2)c2ccccc23)cc1OC (stereo unspecified)	9.7%
Cc1ccc(-n2nc(C)c3nc(CCC(=O)Nc4ccc(F)cc4)c(=O)n(C)c32)cc1	1.3%
CCOc1ccc(Sc2cc(C(=O)NC(C)c3ccccc3)c3ccccc3n2)cc1 (stereo unspecified)	3.4%
Cc1ccc(-c2n[nH]c3c2C(c2ccc(C(C)(C)C)cc2)NC3=O)cc1 (stereo unspecified)	-12.1%
O=S(=O)(c1ccc(Cl)cc1)c1nc(-c2cccs2)oc1SCc1ccc(F)cc1	-10.4%
O=C(c1ccc2c(c1)OCO2)c1cn(Cc2ccc(Cl)cc2)c2ccc(F)cc2c1=O	1.9%

# Looked up by structure from the entries so far (four):
compound	Sm TGR inh
CCOc1ccc(Sc2cc(C(=O)NC(C)c3ccccc3)c3ccccc3n2)cc1 (stereo unspecified)	3.4%
COc1ccc(CN(C(=O)Nc2cc(C)ccc2C)C2CCN(C(C)=O)CC2)cc1	0.1%
CC(C)(C)OC(=O)N1CCC(c2c(C(=O)Nc3ccc4c(c3)OCO4)cnn2-c2ccccc2)CC1	-15.7%
CCOC(=O)c1cc(-c2ccccc2)n(CCCC(=O)Nc2cc(C)ccc2OC)c1C	19.4%

# Next results follow:
compound	Sm TGR inh
Cc1cc(F)ccc1S(=O)(=O)NCC(c1ccco1)S(=O)(=O)c1cccs1 (stereo unspecified)	0.1µM*
O=C(c1ccccc1Br)N(Cc1ccco1)C1CCS(=O)(=O)C1 (stereo unspecified)	-16.0%
CCCCCOC(=O)c1ccc(Nc2nc(C(=O)OCC)nc3ccccc23)cc1	-0.6%
CCOc1ccc(Cn2nnc(C(=O)Nc3ccc(Cl)cc3)c2N)cc1	6.3%
O=C(Nc1ccc(F)cc1)c1csc2c1CCCCC2	6.0%
O=C(NCc1cccc(Cl)c1)c1ccc2c(Cl)c3c(nc2c1)CCCC3	0.9%
Cc1ccc(OCC(=O)N(Cc2ccco2)Cc2ccco2)cc1	-3.9%
COc1ccc(NC(=O)Cn2c(=O)c3cccn3c3ccccc32)cc1Cl	1.5%
Cc1cccc(OCC(=O)N(Cc2ccc(N(C)C)cc2)Cc2ccco2)c1C	-8.3%
Cc1ccc(-c2cc3c(n2-c2ccc(F)cc2)CC(C)(C)CC3=O)cc1	3.5%
CCCn1c2ccccc2c2cnn(CC(=O)NCCCN(CC)c3ccccc3)c(=O)c21	-9.3%
CCn1c(NCc2ccc(OC)c(OC)c2)nc2ccccc21	0.4%
CC1CCN(S(=O)(=O)c2cc(C(=O)N3CCN(c4ccccc4F)CC3)n(C)c2)CC1	5.2%
COC(=O)c1c(NC(=O)Cc2coc3ccc(C)cc23)sc2c1CCC2	2.1%
O=C(NCCC1=CCCCC1)c1ccc2c(c1)ncn2-c1cccc(Cl)c1	6.9%
Cc1cccc(N(CC(=O)Nc2ccccc2C(F)(F)F)S(=O)(=O)c2ccccc2)c1C	-12.3%
Cc1cccc(CNC(=O)CCCn2c(=O)c3cccn3c3ccc(F)cc32)c1	0.0%
CCOc1ccc(NC(=O)c2ccc(F)c(S(=O)(=O)NCc3ccc4c(c3)OCO4)c2)cc1	3.6%
Cc1ccc(-c2nc3ccc(Cl)cn3c2Nc2ccc3c(c2)OCCO3)o1	28.2µM*
CCOc1ccc2c(c1)c(=O)c(S(=O)(=O)c1ccccc1)cn2CC(=O)Nc1ccccc1OC	2.8%

# (list continues)
compound	Sm TGR inh
CCOC(=O)C1CCC(CN(Cc2c(Cl)cccc2Cl)S(=O)(=O)c2ccc(Cl)cc2)CC1 (stereo unspecified)	-7.8%
CN1C(=O)C2(c3ccccc31)N(c1ccc(F)c(Cl)c1)C(=O)CS2(=O)=O (stereo unspecified)	10.2%
Cc1nn(C(C)C(=O)NC2CCCCC2)c(=O)c2c1sc1ccccc12 (stereo unspecified)	5.0%
CCCCN(CC)CCCn1cnc2c([nH]c3ccc(Cl)cc32)c1=O	-1.0%
CCS(=O)(=O)N1CCc2cc(C(=O)NCc3ccc(Cl)cc3)ccc21	-4.1%
COc1cc(NC(=O)c2noc3c2CC(C(C)(C)C)CC3)cc(OC)c1OC (stereo unspecified)	9.1%
Cc1ccc(NC(=O)c2oc3ccccc3c2NC(=O)c2ccccc2C)cc1	-9.2%
COc1nnc(-c2ccc(N3CCCCC3)c(NC(=O)c3ccccc3Cl)c2)c2ccccc12	1.2%
CCOC(=O)C1CCCN(C(=O)c2nn(-c3ccc(C)cc3)c(=O)n(C)c2=O)C1 (stereo unspecified)	9.4%
Cc1ccc(N(C)C(CNS(=O)(=O)c2ccccc2)c2ccccc2)cc1 (stereo unspecified)	2.7%
CC(=O)Nc1ccc(NC(=O)c2ccc(COc3ccc(Cl)cc3Cl)o2)cc1	-3.8%
Cc1ccc(OCC(=O)Nc2ccccc2C(=O)OCc2cc(=O)n3c(C)csc3n2)cc1	-4.5%
CCOC(=O)C1CCN(C(=O)CSc2n[nH]c(-c3ccc(OC)cc3)n2)CC1	-3.8%
